GRP78 ERSR act = qHTS for Inducers of the Endoplasmic Reticulum Stress Response (ERSR) in Human Glioma: qHTS; AID 602332, 2012; U87-MG GRP78 promoter luciferase reporter, 16 h; Potency, µM, inactives show at the top dose activation, hits mostly activators; 420,000 compounds, 0.02% hits; note: potency is the fitted concentration of half-maximal effect; series mostly up to about 76 µM; % of control where 0% means no effect; nearly all actives have a fitted effect of over 35% in size
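Stably transfected U87-MG glioma cells carrying a GRP78-based luciferase sensor; 16 h compound incubation. Luminescence end-point read 10 min after Bright-Glo addition at room temperature.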
Vif-A3F inh = qHTS for Inhibitors of Vif-A3F Interactions: qHTS. HeLa A3F-eYFP + Vif (tagged APOBEC3F with the HIV-1 protein that degrades it), YFP fluorescence increase. Potency, µM (doses to about 46.1 µM), without a hit: at the top dose activity, negative = active. 390,000 compounds, 0.2% hits. AID 602313, 2012; note: potency is the fitted concentration of half-maximal effect; % of control where 0% means no effect; nearly all actives have a fitted effect of over 65% in size
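HeLa cells stably expressing A3F-eYFP plus Vif, plated and incubated overnight at 37 deg C, then exposed to compounds overnight at 37 deg C. Blocked degradation read as raised yellow fluorescence (Ex 488/Em 500-530).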
LDHA inh = qHTS assay for inhibitors of human lactate dehydrogenase. purified LDHA, NADH/diaphorase-resazurin fluorescence; stronger effect = lower value. activity change, % (values are at about 110 or 230 µM). 480,000 compounds, 0.15% hits. AID 1347041, 2019; in the data active = activity change below about -30%; inconclusive = mostly about -25% to -30%;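 note: plate controls were DMSO wells for no effect and wells without enzyme for full effect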
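Human LDH5 (2 nM) was incubated with 0.06 mM NADH and 0.2 mM pyruvate for 5 min at room temperature in Tris pH 7.4. Remaining NADH was coupled through diaphorase/resazurin, and resorufin fluorescence was read at 0 and 20 min.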
RXFP1 ag = qHTS Assay for Agonists of the Relaxin Receptor RXFP1. HEK293T-RXFP1 cAMP TR-FRET, 30 min; response scale: percent of porcine relaxin response, buffer zero. Potency, µM (titrated, usually from 57.5 µM), inactives show top-dose activation, most hits filed as activators. 370,000 compounds, 0.3% hits. AID 2676, 2010; note: potency is the fitted concentration of half-maximal effect; % is set by controls: 0 for no effect and ±100 for the full control effect; nearly all actives have a fitted effect of over 60% in size; many of its hits are not listed in these tables
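HEK293 cells stably expressing RXFP1, treated 30 min at 37C with compounds plus PDE4 inhibitor Ro 20174; cAMP measured by HTRF TR-FRET. Normalized to buffer and 29 nM porcine relaxin; EC50 by Hill fit.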
IDH1 R132H inh = qHTS for Inhibitors of mutant isocitrate dehydrogenase 1 (IDH1): qHTS; IDH1-R132H enzyme, NADPH consumption, diaphorase/resazurin fluorescence; Potency, µM (doses to about 76.6 µM), for the others: at the top dose activity change, negative = inhibition, hits mostly inhibitors; 390,000 compounds, 0.093% hits; note: potency is the fitted concentration of half-maximal effect; % is set by controls: 0 for no effect and ±100 for the full control effect; nearly all actives have a fitted effect of over 65% in size
Target sequence (O75874 whole entry R132H, stated change not applied): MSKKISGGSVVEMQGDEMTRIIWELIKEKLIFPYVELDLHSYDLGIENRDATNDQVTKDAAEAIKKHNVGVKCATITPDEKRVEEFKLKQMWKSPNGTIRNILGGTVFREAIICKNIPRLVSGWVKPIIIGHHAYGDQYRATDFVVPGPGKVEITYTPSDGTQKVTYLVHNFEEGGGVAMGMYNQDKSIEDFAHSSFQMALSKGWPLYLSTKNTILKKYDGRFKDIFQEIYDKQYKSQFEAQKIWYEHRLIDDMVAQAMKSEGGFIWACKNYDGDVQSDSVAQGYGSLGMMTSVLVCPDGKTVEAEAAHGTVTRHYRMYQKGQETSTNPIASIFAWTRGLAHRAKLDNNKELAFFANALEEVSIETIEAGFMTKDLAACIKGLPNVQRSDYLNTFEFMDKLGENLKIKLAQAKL
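IDH1-R132H (0.5 ug/mL dispensed) in pH 7.5 Tris buffer was preincubated 30 min with compound, then given a substrate mix of 0.016 mM NADPH and 2 mM alpha-KG for 80 min at room temperature; remaining NADPH was read by diaphorase/resazurin fluorescence.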
PI4K2A block = qHTS for small molecular inhibitors of PI4K2A; purified PI4K2A, ADP-Glo luminescence, 1 h; stronger effect = lower value; activity change, negative = inhibition, % at 76.9 µM; 420,000 compounds, 0.13% hits; in the data active = activity change below about -50%; inconclusive = mostly about -30% to -49%;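 note: -100% = wells without enzyme as full effect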
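In this quantitative HTS, ADP production by PI4K2A was quantified luminescently after 1 h at ambient temperature; 100 microM adenosine served as plate-quality control.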
Vif-APOBEC3G blk = qHTS for Inhibitors of Vif-A3G Interactions: qHTS; Potency, µM (doses to about 46.1 µM), for the others: at the highest dose activity, negative = active, usual class: inhibitors; DNA dC->dU-editing enzyme APOBEC-3G (Homo sapiens), Q9HC16; AID 602310, 2012; 410,000 compounds, 0.076% hits; HeLa A3G-eYFP + Vif (tagged APOBEC3G with the HIV-1 protein that degrades it), YFP fluorescence, overnight;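 note: potency is the fitted concentration of half-maximal effect; % is set by controls: 0 for no effect and ±100 for the full control effect; nearly all actives have a fitted effect of over 60% in size; hits raise eYFP signal because A3G escapes Vif-driven loss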
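Read-out is eYFP fluorescence (Ex 488/Em 500-530) from Vif-expressing HeLa A3G-eYFP cells; more signal means A3G escaped Vif-mediated degradation. Cells plated overnight, compound pinned in, incubated overnight at 37 deg C.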
TrxR1 substrate = qHTS Assay for Substrates of Mammalian Selenoprotein Thioredoxin Reductase 1 (TrxR1): qHTS; Thioredoxin reductase 1, cytoplasmic (Rattus norvegicus), O89049; Potency, µM (series often up to 114 µM), for inactives: top-dose activity change, negative = substrate turnover; purified TrxR1 substrate turnover, NADPH consumption readout; 390,000 compounds, 0.01% hits; note: potency is the fitted concentration of half-maximal effect; % is set by controls: 0 for no effect and ±100 for the full control effect; nearly all actives have a fitted effect of over 50% in size
Target sequence (O89049 whole entry, looked up): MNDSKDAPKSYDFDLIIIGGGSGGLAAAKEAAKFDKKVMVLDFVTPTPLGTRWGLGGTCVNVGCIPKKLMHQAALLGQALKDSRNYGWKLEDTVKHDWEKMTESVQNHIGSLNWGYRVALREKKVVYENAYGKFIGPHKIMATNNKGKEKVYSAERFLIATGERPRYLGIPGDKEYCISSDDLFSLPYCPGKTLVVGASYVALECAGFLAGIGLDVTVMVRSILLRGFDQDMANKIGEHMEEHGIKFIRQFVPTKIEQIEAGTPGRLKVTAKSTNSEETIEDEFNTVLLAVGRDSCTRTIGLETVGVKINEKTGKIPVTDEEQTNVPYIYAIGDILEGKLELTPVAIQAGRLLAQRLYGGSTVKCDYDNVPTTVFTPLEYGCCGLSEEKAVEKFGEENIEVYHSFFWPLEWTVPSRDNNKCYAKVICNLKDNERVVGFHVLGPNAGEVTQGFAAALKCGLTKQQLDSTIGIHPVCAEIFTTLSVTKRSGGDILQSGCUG
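Rat TrxR1, dispensed at 90 nM, was prereduced with 400 uM NADPH (final) for 5 min at ~22 deg C, then incubated with compound 15 min before 400 uM selenite. A first-read NADPH fluorescence drop versus no-compound background flagged substrates.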
USP1 inh = Inhibitors of USP1/UAF1: Primary Screen. recombinant USP1/UAF1, Ub-Rhodamine cleavage fluorescence. Potency, µM (doses to about 57.1 µM), for the others: at the top dose activity change, negative = inhibition, hits mostly inhibitors. 390,000 compounds, 0.23% hits; note: potency is the fitted concentration of half-maximal effect; % is set by controls: 0 for no effect and ±100 for the full control effect; nearly all actives have a fitted effect of over 60% in size; inactives centre near -12
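USP1/UAF1 complex at 1 nM was preincubated with compound for 15 min at room temperature, then Ub-Rho substrate (150nM final) was added. Fluorescence (480/540 nm) was read kinetically, 6 reads every 60 seconds.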
* hit, by the source's call; ? = inconclusive; nt = not tested or not shown; & = joins results of further samples; [ ] = another dose, or the depositor's remark. Unless noted, calls come from the whole dose curve; as a rule, active = well fitted curve in the direction sought with a large enough effect; inconclusive = small, poorly fitted or top-dose-only effect, or another doubt; inactive = no such curve, though single readings can be large; an effect the other way counts as inactive or inconclusive.

The first two compounds, to show the layout:
canonical_smiles	GRP78 ERSR act	Vif-A3F inh	LDHA inh	RXFP1 ag	IDH1 R132H inh	PI4K2A block	Vif-APOBEC3G blk	TrxR1 substrate	USP1 inh
CCOC(=O)c1oc2ccc(CNCCO)c(Cl)c2c1C	2%	4%	-7	-0.2%	-1%	-4	0%	10%[57.1 µM]	-2%
COc1ccc2c(c1)[nH]c1c(=O)n(/N=C/c3ccc(OC)c(COc4ccccn4)c3)cnc12	3%	-13%	-3	0.2%	6%	5	-8%	1%[57.1 µM]	-10%

The whole of this part, previewed entries included:
canonical_smiles	GRP78 ERSR act	Vif-A3F inh	LDHA inh	RXFP1 ag	IDH1 R132H inh	PI4K2A block	Vif-APOBEC3G blk	TrxR1 substrate	USP1 inh
CCOC(=O)c1oc2ccc(CNCCO)c(Cl)c2c1C	2%	4%	-7	-0.2%	-1%	-4	0%	10%[57.1 µM]	-2%
COc1ccc2c(c1)[nH]c1c(=O)n(/N=C/c3ccc(OC)c(COc4ccccn4)c3)cnc12	3%	-13%	-3	0.2%	6%	5	-8%	1%[57.1 µM]	-10%
CCc1cccc(NC(=O)Nc2csc3c2CCCC3)c1	-3%	3%	1	1.8%	5%	4	2%	2%	-17%
Cc1cccc(C)c1OCCN1C(=O)NC(C)(c2ccccc2)C1=O (centres undefined)	-7%	4%	-2	-0.2%	5%	3	1%	-18%[57.1 µM]	-18%
CCN(CC(=O)NCc1ccc(Cl)cc1)C(=O)COc1cccc(C(F)(F)F)c1	-2%	-7%	-3	0.6%	1%	-1	1%	-4%[57.1 µM]	-19%
CCOC(=O)C1CN(S(=O)(=O)c2ccc(F)cc2)C1	-2%	2%	-12	-2.6%	8%	3	1%	7%	-14%
COc1ccc(C2CC(=O)N3CN(C4CCCCC4)CSC3=C2C#N)cc1 (centres undefined)	-2%	2%	28	14%	24%	-4	-7%	-18%	?
CCc1ccc(C(C(=O)NC2CCCC2)N(Cc2cccnc2)C(=O)c2csnn2)cc1 (centres undefined)	-4%	2%	-12	2.8%	-6%	-6	0%	1%	-5%
CCc1ccc(CN2CCCC(CNC(=O)c3cc(OC)cc(OC)c3)C2)cc1 (centres undefined)	-4%	0%	-3	1.3%	-8%	-7	0%	-4%	-29%
CCc1cc2c(=O)c(-c3cnn(-c4ccccc4)c3)c(C)oc2c(CN2CCCCC2)c1O	-6%	1%	-3	3.2%	2%	2	1%	107%[activator]	-14%
CCc1ccc(C2=NN(CCC(=O)NC3CCCCCC3)C(=O)CC2)cc1	4%	-2%	1	-1.3%	4%	-1	0%	3%	-6%
CCc1ccc(NC(=O)CN2CCc3ccccc3C2)cc1	6%	9%	-4	0.7%	0%	-1	-4%	-7%	-11%
CCc1cc2c(NC(Cc3ccccc3)C(=O)O)ncnc2s1 (centres undefined)	-2%	-11%	-6	6.1%	0%	-2	-6%	4%	-23%
NC(=S)Cc1nc(-c2ccccc2)cs1	0%	-4%	-9	-1.6%	-10%	-1	-16%	-7%	-22%
C=CCOc1c(Br)cc(/C=C2\SC(=Nc3ccccc3)NC2=O)cc1OC	12%	?	-2	0.6%	-6%	-4	-26%	1%	-22%
COc1ccccc1/C=N/NC(=O)c1[nH]c(C)c(C(=O)N/N=C/c2ccccc2OC)c1C	-5%	14%	-10	2.2%	2%	2	0%	-5%	-1%
CC(C)(C)C(=O)NNC(=O)CCCOc1ccc(Cl)cc1Cl	1%	0%	-2	-4.1%	-4%	-1	2%	4%	-11%
COc1ccccc1-n1c(C)nnc1SCC(=O)Nc1cccc(C(C)=O)c1	-5%	1%	-7	0.6%	0%	3	0%	-4%	-5%
CCn1c(=O)cc(SCC(=O)NCCc2cc(OC)ccc2OC)c2ccccc21	0%	2%	-1	3.9%	-7%	-6	-2%	-10%	-21%
CCCCN(C(=S)Nc1ccccc1)C1CCS(=O)(=O)C1 (centres undefined)	-5%	-3%	-1	-0.2%	0%	2	1%	1%	-14%
CCc1cc2cccc(C)c2nc1SCC(=O)NNC(=O)c1ccco1	-2%	0%	-7	17%	3%	0	-8%	10%	?
COc1ccc(NC(=S)NC(=O)Cc2ccccc2)cc1	8%	-6%	-2	-0.1%	-5%	2	-3%	5%	-27%
Clc1ccc(/C=N/Nc2ncnc3ccccc23)cc1Cl	1%	2%	3	-2.7%	-4%	-3	-7%	-5%	-2%
CC(=O)c1ccc(NC(=O)c2ccc3snnc3c2)cc1	12%	-13%	-3	3.0%	5%	-11	-5%	7%	-21%
O=C(Nc1ccccc1Br)C1CCCN(S(=O)(=O)c2cccc3nsnc23)C1 (centres undefined)	-4%	3%	-12	0.9%	-12%	0	3%	-5%	-13%
Cc1ccc(CNC(=O)Cn2cccc2C(=O)c2ccccc2C)cc1	0%	-10%	-4&-5	6.3%&0.1%	6%	-5&5	-1%	6%&-1%	?
COc1ccc(C(=O)NCCSc2c[nH]c3ccccc23)cc1OC	-3%	-2%	5	-0.2%	7%	-2	4%	2%	3%
Cc1cccc(C)c1NC(=O)c1c(O)c2ccccc2[nH]c1=O	0%	-2%	-2	0.7%	4%	10	3%	6%	-21%
O=c1cc(CN2CCN(c3cccc(Cl)c3)CC2)c2cc3c(cc2o1)CCCC3	-4%	3%	2	2.2%	5%	2	1%	7%[57.1 µM]	-10%
NC(=O)c1cc(C(=O)c2cccc(Cl)c2Cl)c[nH]1	-6%	0%	-12	3.3%	-2%	6	-7%	-2%[57.1 µM]	-23%

Laid out differently: entries from further up
Values run as follows: GRP78 ERSR act | Vif-A3F inh | LDHA inh | RXFP1 ag | IDH1 R132H inh | PI4K2A block | Vif-APOBEC3G blk | TrxR1 substrate | USP1 inh
- COc1ccc(NC(=S)NC(=O)Cc2ccccc2)cc1
→ 8% | -6% | -2 | -0.1% | -5% | 2 | -3% | 5% | -27%
- Clc1ccc(/C=N/Nc2ncnc3ccccc23)cc1Cl
→ 1% | 2% | 3 | -2.7% | -4% | -3 | -7% | -5% | -2%
- CC(=O)c1ccc(NC(=O)c2ccc3snnc3c2)cc1
→ 12% | -13% | -3 | 3.0% | 5% | -11 | -5% | 7% | -21%
- O=C(Nc1ccccc1Br)C1CCCN(S(=O)(=O)c2cccc3nsnc23)C1 (centres undefined)
→ -4% | 3% | -12 | 0.9% | -12% | 0 | 3% | -5% | -13%
- Cc1ccc(CNC(=O)Cn2cccc2C(=O)c2ccccc2C)cc1
→ 0% | -10% | -4&-5 | 6.3%&0.1% | 6% | -5&5 | -1% | 6%&-1% | ?
- COc1ccc(C(=O)NCCSc2c[nH]c3ccccc23)cc1OC
→ -3% | -2% | 5 | -0.2% | 7% | -2 | 4% | 2% | 3%
- Cc1cccc(C)c1NC(=O)c1c(O)c2ccccc2[nH]c1=O
→ 0% | -2% | -2 | 0.7% | 4% | 10 | 3% | 6% | -21%
- O=c1cc(CN2CCN(c3cccc(Cl)c3)CC2)c2cc3c(cc2o1)CCCC3
→ -4% | 3% | 2 | 2.2% | 5% | 2 | 1% | 7%[57.1 µM] | -10%
- NC(=O)c1cc(C(=O)c2cccc(Cl)c2Cl)c[nH]1
→ -6% | 0% | -12 | 3.3% | -2% | 6 | -7% | -2%[57.1 µM] | -23%

Remaining list, next part
canonical_smiles	GRP78 ERSR act	Vif-A3F inh	LDHA inh	RXFP1 ag	IDH1 R132H inh	PI4K2A block	Vif-APOBEC3G blk	TrxR1 substrate	USP1 inh
CC1OC(OC2C(Oc3c(-c4ccc(O)cc4)oc4cc(O)cc(O)c4c3=O)OC(COC3O[C@@H](C)[C@H](O)[C@@H](O)C3O)C(O)C2O)C(O)C(O)C1O (some centres undefined)	-1%	-7%	1	0.0%	-1%	3	1%	-1%[57.1 µM]	-18%
COc1ccc(-c2nn(-c3ccccc3)cc2C(=O)N(C)CC(=O)Nc2ccccc2Br)cc1	-5%	-3%	-7	nt	10%	5	-2%	-8%	-11%
CN(C)c1ccc(NC(=O)CSc2nc3c(c(=O)[nH]2)CCCC3)cc1	-6%	7%	42	0.0%	9%	-4	-7%	1%	-17%
COC(=O)c1nnn(-c2nonc2N)c1CN1CCc2ccccc21	2%	-9%	4	0.7%	1%	0	?	4%[57.1 µM]	5%
O=C(OCC(=O)N1CCc2ccccc2C1)c1ccc(Cl)c([N+](=O)[O-])c1	?	12%	-9	-0.1%	0%	3	0%	-6%	-10%
O=C(O)CSc1ncccn1	1%	0%	-2	0.5%	6%	-2	1%	2%	-9%
Cc1ccccc1S(=O)(=O)NC(=O)C1(C)CCN1C(=O)C1(c2ccc(Cl)cc2)CCC1 (centres undefined)	1%	nt	-2	nt	nt	1	-2%	nt	nt
CC(C)CN1C(=O)C(=O)N(CC(=O)N(C)CC(=O)Nc2ccc(Cl)c(C(F)(F)F)c2)C1=O	0%	0%	-3	1.3%	-2%	1	-1%	-11%	-11%
CC(CS(=O)(=O)c1ccc2c(c1)NC(=O)CS2)C(=O)NCc1ccccc1Cl (centres undefined)	-6%	-2%	-9	3.4%	-7%	1	-8%	-1%	-6%

Screens as filed in PubChem.

An excerpt. The share of hits here may be higher or lower than overall.
